# Assay outcomes deposited in PubChem by National Center for Advancing Translational Sciences (NCATS).
# pAkt inh = Akt phosphorylation inhibition. Neuro2A IGF-stimulated pAkt S473 HTRF, 20 min; stronger effect = lower value. actives 0.32% (n = 360,000). activity change, % for hits at 50 µM; in the data active means activity change below about -80%; inconclusive means mostly about -51% to -80%; further: on the % scale 0 is the no-effect control and ±100 the full control effect
#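 Neuro2A cells in DMEM with 0.5% FBS, overnight at 37 deg C, given compound at single 50 µM final, then IGF (6 nM final) for 20 min at 37 deg C. Lysed; phospho-Akt Ser473 by HTRF after 24 h, 665/615 ratio.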
# Nrf2 inh = blocks Nrf2 signaling; A549 ARE-Fluc reporter, luciferase luminescence, 18-24 h; Potency, µM (highest dose often 46 µM), without a hit: at the top dose activity change, negative = inhibition, usual class: inhibitors; actives 2.1% (n = 360,000); AID 504444; further: potency means the concentration at half of the fitted maximal effect; on the % scale 0 is the no-effect control and ±100 the full control effect; nearly all actives have a fitted effect of over 60% in size
#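 A549 ARE_Fluc cells (5000/well, 5% FBS OPTI-MEM) pre-incubated 2 h, then treated with compounds 18-24 h at 37C/5% CO2 in concentration-response. CellTiter-Fluor viability read first; BugLite luciferase luminescence after 15 min at room temperature gives Nrf2 activity.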
# MmCpn inh = blocks the Methanococcus maripaludis chaperonin Mm-Cpn | purified Mm-Cpn ATPase, ADP Transcreener TR-FRET | Potency, µM (doses to about 76.9 µM), for inactives: at the top dose activity, negative = inhibition, hits mostly inhibitors | actives 0.031% (n = 330,000); further: potency means the concentration at half of the fitted maximal effect; on the % scale 0 is the no-effect control and ±100 the full control effect; nearly all actives have a fitted effect of over 80% in size
#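 TR-FRET (320 nm excitation; 590 and 665 nm emission) reports ADP made from 10 uM ATP by 25 nM enzyme; compounds were preincubated 10 min, reaction run 30 min, both at 37°C.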
# A549 tox = counter-screen for Nrf2 inhibitors: cytotoxicity in A549 cells | A549 ARE-Fluc cells, CellTiter-Fluor viability, 18-24 h | Potency, µM (series often up to 46 µM), for inactives: at the highest dose activity change, negative = cytotoxicity, most hits filed as inhibitors | actives 0.16% (n = 390,000) | AID 504648; further: potency means the concentration at half of the fitted maximal effect; on the % scale 0 is the no-effect control and ±100 the full control effect
#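 A549 ARE_Fluc cells in 5% FBS OPTI-MEM were exposed to compounds in concentration-response for 18-24 h at 37 deg C. Viability was read by CellTiter-Fluor fluorescence (Ex 405/Em 525) after 30 min, before the luciferase read.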
# Nrf2 activator = Nrf2 pathway activation | AREc32 ARE-luciferase reporter (MCF7-derived line), luminescence, 24 h | Potency, µM (doses to about 46.1 µM), without a hit: top-dose activation, hits mostly activators | actives 0.31% (n = 410,000) | AID 624171; further: potency means the concentration at half of the fitted maximal effect; % of control where 0% means no effect; nearly all actives have a fitted effect of over 65% in size
#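 For detection, Steady-Glo was added and plates sat 30 min at RT; before that, AREc32_Fluc cells grown overnight in OPTI-MEM/5% FBS had been treated with 23 nL compound for 24 hr at 37 deg C.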
# Abeta rescue = A-beta toxicity reversal in yeast; actives 0.063% (n = 410,000); Potency, µM (top dose mostly 46.1 µM), inactives show at the top dose growth rescue, usual class: activators; yeast expressing A-beta42, growth rescue, OD600, 48 h; response scale: 0% DMSO, 100% iron-clioquinol control; further: potency means the concentration at half of the fitted maximal effect; nearly all actives have a fitted effect of over 55% in size
#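 Yeast A-beta toxicity model in growth medium with pinned compounds, 48 h at 30 C; growth read as absorbance at 600 nm. Normalized to FeCl3/clioquinol equimolar mix (positive) and DMSO (negative).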
# TGFb SMAD3 inh = TGF-b pathway inhibition; HepG2 CAGA-GFP TGF-b/SMAD3 reporter, GFP fluorescence, 18 h; TGF-beta stimulated, 500 pg/mL final; Potency, µM (top dose mostly 46.1 µM), without a hit: at the highest dose activity, negative = inhibition, most hits filed as inhibitors; actives 1.2% (n = 410,000); AID 588855; further: potency means the concentration at half of the fitted maximal effect; on the % scale 0 is the no-effect control and ±100 the full control effect; nearly all actives have a fitted effect of over 65% in size
#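 TGF-beta reporter screen: HEPG2 CAGA-GFP, 1% FBS, 500 pg/mL TGF-beta final, 18 h; per-cell GFP summed per well; curves fitted and categorized by class.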
# HepG2 tox = counter-screen for TGF-b inhibitors: cytotoxicity in HepG2 cells; HepG2 CAGA-GFP viability, ATP luminescence, 18 h; Potency, µM (doses to about 46.1 µM), without a hit: at the highest dose activity change, negative = cytotoxicity, hits mostly cytotoxic; actives 0.76% (n = 410,000); further: potency means the concentration at half of the fitted maximal effect; some results filed as inactive show a strong effect at the top dose
#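 HepG2 CAGA-GFP cells (1000/well, DMEM with 1% FBS) received compound, then TGF-beta at 500 pg/mL final, and were incubated 18 hours at 37 degrees C. Viability was read by CellTiter-Glo luminescence. Media-only wells were set as complete cell-killing and DMSO as no toxicity.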
# CCT modulator = changes cytosolic chaperonin activity. AID 651819. purified chaperonin ATPase assay, HTRF ADP detection, 30 min. actives 0.3% (n = 360,000). activity change, % (test concentration not listed), hits read low; in the data active means activity change below about -30%; further: on the % scale 0 is the no-effect control and ±100 the full control effect
#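 Nucleotide hydrolysis assay: TRiC at 20–40 nM final (set by batch activity) with 10 uM ATP, 30 min at 37 °C, in presence of 76 uM compound. Detection by competitive ADP HTRF, 30 min ambient.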
# * = called active by the depositor; i = inactive; ? = inconclusive; nt = no result given; & = joins results of further samples. Unless noted, the call rests on the fitted dose curve; in most records, active means well fitted curve in the direction sought with a large enough effect; inconclusive means small, poorly fitted or top-dose-only effect, or another doubt; inactive means no such curve, though single readings can be large; an effect the other way counts as inactive or inconclusive. Rows are unselected. Share with any hit: about 4.3%.
# Start of the data: the first 4 compounds, ahead of the listing:
No.	compound	TGFb SMAD3 inh	pAkt inh	Nrf2 activator	CCT modulator	MmCpn inh
1	C[C@@H]1C(=O)O[C@@H]2CC34[C@H]5C[C@@H](C(C)(C)C)C36[C@H](OC(=O)[C@@H]6O)OC4(C(=O)O5)[C@@]12O (stereo partly drawn)	1%	i	-0.5%	-0.8	0%
2	Cc1ccccc1NC(=O)Cn1c(=O)n(Cc2ccco2)c(=O)c2cccnc21	-18%	nt	-1.0%	nt	nt
3	Cc1ccc(C(=O)NCCCN2CCOCC2)o1	-19%	nt	0.0%	-1.3	-2%
4	Cc1nccn1S(=O)(=O)c1cc([N+](=O)[O-])ccc1Cl	-10%	i	0.5%	1.3	0%

No.	Nrf2 inh	A549 tox	Abeta rescue	HepG2 tox
1	2%	0%	7%	-5%
2	0%	-3%	-9%	-27%
3	5%	-7%	8%	2%
4	0%	1%	-14%	-12%

# Main list, from the start:
No.	compound	TGFb SMAD3 inh	pAkt inh	Nrf2 activator	CCT modulator	MmCpn inh
1	C[C@@H]1C(=O)O[C@@H]2CC34[C@H]5C[C@@H](C(C)(C)C)C36[C@H](OC(=O)[C@@H]6O)OC4(C(=O)O5)[C@@]12O (stereo partly drawn)	1%	i	-0.5%	-0.8	0%
2	Cc1ccccc1NC(=O)Cn1c(=O)n(Cc2ccco2)c(=O)c2cccnc21	-18%	nt	-1.0%	nt	nt
3	Cc1ccc(C(=O)NCCCN2CCOCC2)o1	-19%	nt	0.0%	-1.3	-2%
4	Cc1nccn1S(=O)(=O)c1cc([N+](=O)[O-])ccc1Cl	-10%	i	0.5%	1.3	0%
5	COc1ccc(NC(=O)CC2C(=O)N(c3ccc(F)cc3)C(=O)N2CCc2sccc2C)cc1 (stereo not drawn)	?	nt	8.4%	nt	nt
6	CCOC(=O)C1C2C=CC3(CN(Cc4ccco4)C(=O)C13)O2 (stereo not drawn)	-1%	i	0.6%	0.0	-8%
7	Cc1ccc(C(=O)N/C(=C/c2ccc(N(C)C)cc2)C(=O)NCC2CCCO2)cc1 (stereo not drawn)	5%	i	1.5%	-0.9	-2%
8	CCn1c(SCC(=O)N(C)C2CCCCC2)nc2cc(S(N)(=O)=O)ccc21	-14%	i	-0.5%	-2.4	-2%
9	CC(=O)c1c(C)[nH]c(C(=O)Nc2c(C)n(C)n(-c3ccccc3)c2=O)c1C	2%	i	2.5%	1.5	0%
10	COc1ccc(S(=O)(=O)N2CCN(Cc3cc(OC)c(OC)cc3OC)CC2)cc1	-14%	i	0.3%	-1.4	-3%
11	CCCc1nc2ccc(Br)cn2c1Cc1ccccc1OC	16µM*	i	0.2%	-2.1	nt
12	CCCc1cc(=O)[nH]c(Nc2ccc(Cl)cc2)n1	?	i	3.5%	0.4	-2%

No.	Nrf2 inh	A549 tox	Abeta rescue	HepG2 tox
1	2%	0%	7%	-5%
2	0%	-3%	-9%	-27%
3	5%	-7%	8%	2%
4	0%	1%	-14%	-12%
5	2%	-16%	0%	-56%
6	4%	4%	24%	12%
7	?	-11%	-12%	-5%
8	-2%	6%	23%	-5%
9	?	11%	-15%	-15%
10	4%	2%	2%	-10%
11	nt	nt	-2%	-49%
12	-23%	-2%	-3%	-35%

# Values in list order from the entries so far.
# TGFb SMAD3 inh, compounds 7–11 → 5%, -14%, 2%, -14%, 16µM*
# HepG2 tox, compounds 7–11 → -5%, -5%, -15%, -10%, -49%

# Additional results.
No.	compound	TGFb SMAD3 inh	pAkt inh	Nrf2 activator	CCT modulator	MmCpn inh
13	COc1ccccc1N1CCN(C(=O)/C=C/c2ccco2)CC1	-4%	i	14%	0.1	0%
14	CC12CN(NC(=O)c3ccc(Cl)cc3)C3(C#N)CC1CCC23C (stereo not drawn)	-15%	i	-0.4%	1.0	-2%
15	COc1cc2c(cc1OC)-c1nncn1C(C)(C)C2	-2%	i	0.0%	-1.2	0%
16	Cc1noc(C)c1CSCC(=O)Nc1nnc(CC(C)C)s1	19%	i	0.3%	-1.8	2%
17	COc1ccc(/C(N)=N/OC(=O)CCCc2ccccc2)cc1OC	3%	i	-0.6%	0.0	0%
18	Cc1ccc(N(C(=O)Cn2nnc(-c3ccc(F)cc3)n2)C(C(=O)NC(C)(C)C)c2ccncc2)cc1 (stereo not drawn)	4%	i	0.1%	-1.4	1%
19	O=C(CSc1n[nH]c(-c2ccccc2Cl)n1)N1CCN(c2ccc(F)cc2)CC1	-59%	nt	-0.7%	nt	nt
20	COc1ccc(NC(=O)[C@@H](NC(=O)c2ccccc2F)C(C)C)cc1S(=O)(=O)N1CCOCC1	1%	i	0.3%	0.1	2%
21	CC(=O)C1=C(O)C(=O)N(c2cccc(C(=O)O)c2)C1c1ccccc1F (stereo not drawn)	-3%	i	0.0%	0.0	-4%
22	Cc1ccc(C(=O)NC2CC3CCCC(C2)N3Cc2ccccc2)cc1 (stereo not drawn)	-7%	i	2.4%	2.1	-1%
23	Cc1cccc(OCC(=O)NCC(=O)n2nc(C)cc2C)c1	8%	i	0.0%	0.8	0%
24	CCC(=O)c1ccc(O)c(OC)c1	23%	i	-0.2%	0.1	-1%

No.	Nrf2 inh	A549 tox	Abeta rescue	HepG2 tox
13	19%	-4%	17%	6%
14	-17%	-9%	?	-15%
15	-29%	-1%	12%	-1%
16	1%	0%	26%	0%
17	5%	13%	3%	0%
18	?	2%	-2%	-10%
19	nt	0%	1%	4%
20	3%	10%	9%	-18%
21	20%	3%	-9%	10%
22	1%	0%	17%	11%
23	0%	7%	7%	-28%
24	8%	2%	-4%	0%

# (cont.)
No.	compound	TGFb SMAD3 inh	pAkt inh	Nrf2 activator	CCT modulator	MmCpn inh
25	O=C(Cc1cccc2ccccc12)Nc1ccc(N2CCOCC2)cc1	-10%	i	0.1%	-1.8	-5%
26	C/C(CCC12CC3CC(CC(C3)C1)C2)=N\NC(N)=S	?	nt	4.1%	0.5	-1%
27	CC(C)(C)c1cc(C(=O)NCc2cccnc2)ccn1	4%	i	-0.5%	-0.9	0%
28	O=C(Nc1cccc(F)c1)c1ccc(S(=O)(=O)N2CCOCC2)cc1	-4%	i	4.4%	0.4	2%
29	COc1ccc(NC2CCCN(C(=O)CCc3cccc(Cl)c3)C2)cc1 (stereo not drawn)	4%	i	-1.0%	0.1	-1%
30	COc1ccccc1NC(=S)N1CCC(NC(=O)NC23CC4CC(CC(C4)C2)C3)CC1	0%	i	0.2%	0.0	1%
31	Cc1ccc(NC(=O)c2cc(=O)[nH]c3ccccc23)cc1	-2%	i	3.7%	-2.0	0%
32	Cc1ccc(C(=O)N/C(=C\c2cccs2)C(=O)NCCc2c[nH]c3ccccc23)cc1C	1%	i	-0.5%	-1.3	-2%
33	O=C(COc1ccc(S(=O)(=O)N2CCCC2)cc1)NCC1CCCO1 (stereo not drawn)	1%	i	2.2%	-0.7	-1%
34	COc1ccc(C2/C=C\CN3CCC[C@H]3C(=O)N2Cc2ccc(F)cc2)cc1 (stereo partly drawn)	-1%	i	3.7%	-1.5	-2%
35	CC1CC(C)CN(C(=O)c2ccc3ccccc3c2)C1 (stereo not drawn)	?	i	0.3%	2.8	2%
36	COc1cccc(/C=C/C(=O)OCC(=O)Nc2nnc(-c3ccccc3)o2)c1OC	-12%	i	7.1%	0.2	nt

No.	Nrf2 inh	A549 tox	Abeta rescue	HepG2 tox
25	?	?	11%	-4%
26	-18%	-13%	24%	-40%
27	-8%	-2%	4%	-3%
28	?	6%	9%	-1%
29	-2%	7%	-3%	1%
30	-2%	2%	10%	-12%
31	-9%	2%	2%	-11%
32	-8%	-9%	4%	-39%
33	-4%	-1%	13%	11%
34	-1%	0%	3%	3%
35	-3%	2%	17%	0%
36	-14%	2%	8%	-14%

# Other entries:
No.	compound	TGFb SMAD3 inh	pAkt inh	Nrf2 activator	CCT modulator	MmCpn inh
37	CC(=O)c1cc2c(cc1N/C(=N/S(=O)(=O)c1ccccc1)c1ccc(Cl)cc1)OCO2	-1%&-28%	i	6.6%	0.0	2%
38	CCCCCCSc1cc(C)nc2ncnn12	0%	i	1.8%	-1.8	3%
39	Cc1ccc(NC(=O)Nc2ccnc(-c3cccnc3)n2)cc1	?	i	2.3%	-0.6	2%
40	CCOC(=O)c1cccc(C(=O)Oc2ccccc2)n1	-4%	i	-0.7%	1.0	1%
41	CCc1cc(-c2n[nH]c(C)c2-c2nc3ccccc3n2C)c(O)cc1O	-11%	i	-0.6%	1.7	1%
42	CCc1cc(C(=O)NC2CCCN(Cc3ccccc3F)C2)n(C)n1 (stereo not drawn)	-19%	i	0.2%	-1.3	0%
43	Cc1ccc(S(=O)(=O)N2CCOCC2)cc1C(=O)NNC(=O)c1ccoc1C	16%	i	-0.6%	1.5	-5%
44	Cc1ccc([N+](=O)[O-])c(OCCCNCC(C)O)c1 (stereo not drawn)	5%	i	-0.2%	-5.0	0%
45	COc1ccc(CCNC(=O)Nc2ccc3c(c2)c(=O)n(C)n3CC=C(C)C)cc1OC	-4%	i	-0.7%	-1.7	nt

No.	Nrf2 inh	A549 tox	Abeta rescue	HepG2 tox
37	-7%	6%&15%	3%&8%	-18%&-14%
38	?	0%	1%	-18%
39	?	2%	-6%	1%
40	3%	4%	16%	5%
41	4%	3%	-2%	-13%
42	13µM*	-9%	7%	-19%
43	-1%	-5%	nt	8%
44	5%	-4%	-7%	-24%
45	nt	nt	-13%	-17%
